Screening results (PubChem)
Apoferritin bind = candidate novel general anesthetic via apoferritin binding; P02791; apoferritin/1-aminoanthracene competitive binding, fluorescence; Potency, µM (series often up to 77.5 µM), without a hit: at the top dose activity change, negative = displacement, hits mostly inhibitors; 350,000 tested, 0.074% active; further: nearly all actives have a fitted effect of over 20% in size
Target sequence (P02791 2-175 limits assumed): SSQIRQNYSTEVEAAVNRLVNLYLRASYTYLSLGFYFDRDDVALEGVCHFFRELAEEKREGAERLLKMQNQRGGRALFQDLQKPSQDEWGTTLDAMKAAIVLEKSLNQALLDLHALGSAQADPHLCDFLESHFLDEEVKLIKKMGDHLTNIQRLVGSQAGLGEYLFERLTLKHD
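Horse-spleen apoferritin (10 uM) was mixed with 50% saturated 1-aminoanthracene in PBS, exposed to compounds for 10 min at room temperature, and read for fluorescence (ex 380 nm, em 535 nm). Competitive displacement was fitted with a four-parameter Hill equation.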
Pol beta inh = blocks human DNA polymerase beta activity | 340,000 tested, 1.3% active | AID 485314 | P06746 | Potency, µM (titrated, usually from 114 µM), for the others: top-dose activity change, negative = inhibition, actives largely listed as inhibitors | Pol beta primer extension/strand displacement, fluorescence kinetic
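10 nM enzyme + cpd, 15 min RT; start with substrate 50 nM final; read 0 min and after 10 min RT. Corrected, normalized data; 4-parameter Hill curve fit.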
Pol kappa inh = blocks human DNA polymerase kappa activity; Q9UBT6; purified Pol kappa, fluorescent DNA synthesis assay, 10 min; Potency, µM (top dose mostly 107 µM), for inactives: top-dose activity, negative = inhibition, usual class: inhibitors; 400,000 tested, 0.53% active; AID 588579
Target sequence (Q9UBT6 whole entry, looked up): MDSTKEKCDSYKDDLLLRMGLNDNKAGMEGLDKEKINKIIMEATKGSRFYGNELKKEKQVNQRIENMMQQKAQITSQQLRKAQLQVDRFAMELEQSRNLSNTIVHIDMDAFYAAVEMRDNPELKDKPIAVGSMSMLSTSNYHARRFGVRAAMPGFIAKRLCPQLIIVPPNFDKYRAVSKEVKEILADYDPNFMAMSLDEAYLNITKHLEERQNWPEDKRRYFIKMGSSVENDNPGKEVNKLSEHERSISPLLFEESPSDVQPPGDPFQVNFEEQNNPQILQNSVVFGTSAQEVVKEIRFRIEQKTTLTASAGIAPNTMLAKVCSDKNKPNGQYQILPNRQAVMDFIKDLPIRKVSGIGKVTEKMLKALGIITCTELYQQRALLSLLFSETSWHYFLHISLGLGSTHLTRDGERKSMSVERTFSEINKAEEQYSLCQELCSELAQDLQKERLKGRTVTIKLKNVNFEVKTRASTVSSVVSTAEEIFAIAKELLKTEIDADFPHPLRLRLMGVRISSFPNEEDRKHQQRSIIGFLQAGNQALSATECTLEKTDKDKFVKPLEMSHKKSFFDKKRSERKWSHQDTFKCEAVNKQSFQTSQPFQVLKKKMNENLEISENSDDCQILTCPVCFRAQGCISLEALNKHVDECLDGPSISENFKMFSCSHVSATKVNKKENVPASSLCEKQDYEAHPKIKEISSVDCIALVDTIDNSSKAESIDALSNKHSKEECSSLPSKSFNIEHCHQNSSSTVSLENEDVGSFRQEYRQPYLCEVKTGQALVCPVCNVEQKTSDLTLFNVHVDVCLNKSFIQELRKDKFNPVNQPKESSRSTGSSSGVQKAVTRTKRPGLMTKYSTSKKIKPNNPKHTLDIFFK
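Fluorescent qHTS in 1536-well format: enzyme (10 nM) and compound sat 15 min at room temperature before 50 nM substrate (final) was added. Signal taken at 0 and 10 min; no-enzyme buffer wells were negative controls.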
APEX1 inh = APE1 (human) endonuclease inhibition | AID 2517 | recombinant APE1, TAMRA/BHQ-2 abasic DNA cleavage fluorescence | 350,000 tested, 0.35% active | Potency, µM (titrated, usually from 65.8 µM), inactives show top-dose activity change, negative = inhibition, hits mostly inhibitors | P27695;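 further: plate controls were vehicle for no effect and reference inhibitor for full effect; nearly all actives have a fitted effect of over 55% in size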
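Readout is kinetic fluorescence (ex 525, em 598 nm) from cleavage of 50 nM TAMRA/BHQ-2 THF abasic duplex by 0.75 nM APE1, compound added 15 min beforehand at RT.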
Starred values were filed as active, the others as inactive; ? = inconclusive; nt = no result given; & = joins results of further samples; [ ] = dose if it differs, or a comment. The call rests on the fitted dose curve; in most records, active means well fitted curve in the direction sought with a large enough effect; inconclusive means small, poorly fitted or top-dose-only effect, or another doubt; inactive means no such curve, though single readings can be large; an effect the other way counts as inactive or inconclusive. Unless noted, on the % scale 0 is the no-effect control and ±100 the full control effect; potency means the concentration at half of the fitted maximal effect. This is a subset (hit frequency here may not be typical).

Each structure is followed by: Apoferritin bind	Pol beta inh	Pol kappa inh	APEX1 inh
O=CC=O
→ nt	nt	-15.4%[60.1 µM]	-11.9%
O=Cc1ccccc1
→ nt	nt	12.9%	3.6%
C[C@]12CCC3C(CC[C@H]4C[C@@H](O)CC[C@]34C)[C@@H]1CCC2=O (stereo not given in full)
→ nt	nt	-6.3%[19.4 µM]	-2.2%
CC(C)[C@]1(NC(=O)[C@@H]2C=C3c4cccc5[nH]cc(c45)C[C@H]3N(C)C2)O[C@@]2(O)C3CCCN3C(=O)[C@H](Cc3ccccc3)N2C1=O (stereo not given in full)
→ nt	nt	?	?
O=Cc1ccco1
→ nt	nt	-10.3%[60.1 µM]	2.5%
COc1cc2c(cc1O)CCNC2C (stereo not given)
→ nt	nt	0.2%[60.1 µM]	3.4%
NC(=NCCCC(N)C(=O)O)N[N+](=O)[O-] (stereo not given)
→ nt	nt	-0.2%[60.1 µM]	-0.5%
O=P(O)(O)C#Cc1ccccc1
→ -10.0%	0.4%	nt	-2.6%
CCCCCCn1c(=O)c(C(=O)Nc2ccncc2)c(O)c2ccccc21
→ 1.5%	4.4%	nt	-0.7%
COC(=O)c1cc(COc2cc(C)cc3oc(=O)c4c(c23)CCC4)c(C)o1
→ -10.3%	-0.3%	nt	-3.3%
COc1ccc(CN2C(=O)NC(=O)/C(=C/c3ccc([N+](=O)[O-])o3)C2=O)cc1
→ ?	6.31µM*	nt	?
Cc1ccc(N2C(=O)/C(=C/c3ccc(CN(CCC#N)S(C)(=O)=O)o3)C(=O)NC2=S)cc1C
→ -19.9%	20µM*	nt	?
CCN1C(=O)/C(=C\c2ccc([N+](=O)[O-])s2)C(=O)NC1=S
→ -16.0%	4.47µM*	nt	?
O=C1NC(=O)N(c2ccccc2)C(=O)/C1=C\c1ccc2c3c(cccc13)CC2
→ 65.2%[activator]	0.6%	nt	0.8%
CC(C)[C@@]1(NC(=O)[C@@H]2C=C3c4cccc5[nH]cc(c45)C[C@H]3N(C)C2)O[C@@]2(O)[C@@H]3CCCN3C(=O)[C@H](Cc3ccccc3)N2C1=O
→ 20.3%	-0.6%	nt	?
O=C1NC(=O)C(=C/C=C/c2coc3ccc(Br)cc3c2=O)C(=O)N1
→ 0.2%	1.58µM*	nt	?
CC(C)(C#CCCCCC#CC(C)(C)[N+](C)(C)C)[N+](C)(C)C
→ 8.0%	-1.4%	nt	1.6%
CCN1C(=O)NC(=O)/C(=C\c2cn(CC(=O)O)c3ccccc23)C1=O
→ -4.3%	29.6%	nt	2.8%
CCCCCn1c(=O)c(C(=O)Nc2ccncc2)c(O)c2ccccc21
→ -7.7%	9.8%	nt	8.8%
CN(C)CCc1nc2ccccc2c(=O)n1-c1ccccc1
→ -7.1%	3.7%	nt	0.2%

Reprinted from the entries so far for reference:
Each structure is followed by: Apoferritin bind	Pol beta inh	Pol kappa inh	APEX1 inh
O=CC=O
→ nt	nt	-15.4%[60.1 µM]	-11.9%
O=Cc1ccccc1
→ nt	nt	12.9%	3.6%
C[C@]12CCC3C(CC[C@H]4C[C@@H](O)CC[C@]34C)[C@@H]1CCC2=O (stereo not given in full)
→ nt	nt	-6.3%[19.4 µM]	-2.2%
CC(C)[C@]1(NC(=O)[C@@H]2C=C3c4cccc5[nH]cc(c45)C[C@H]3N(C)C2)O[C@@]2(O)C3CCCN3C(=O)[C@H](Cc3ccccc3)N2C1=O (stereo not given in full)
→ nt	nt	?	?

Later entries
Each structure is followed by: Apoferritin bind	Pol beta inh	Pol kappa inh	APEX1 inh
CCCCNC(=O)Oc1c(Br)cc2sc(=O)oc2c1Br
→ -0.4%	?	nt	?
O=c1[nH]c(=S)[nH]c(O)c1N=Nc1ccc(-c2ccccc2)cc1[N+](=O)[O-]
→ ?	?	nt	-3.9%
O=C(Nc1cccc(Cl)c1)c1c(O)c2c(n(Cc3ccccc3)c1=O)CCCC2
→ -8.9%	46.7%	nt	-0.1%
NC1=NC(=O)C(c2ccccc2)O1 (stereo not given)
→ 2.3%	20.3%	nt	-0.2%
O=C1NC(=O)N(c2ccccc2)C(=O)/C1=C/c1ccc2c(c1)Cc1ccccc1-2
→ -22.8%	-8.7%	nt	-2.5%
c1ccc(-c2[nH]c[n+](CC3CO3)c2-c2ccccc2)cc1 (stereo not given)
→ -9.7%	32.5%	nt	3.7%
CC(=O)OCC(=O)[C@@H]1CC[C@H]2[C@H]3CC[C@H]4C[C@@H](O)CC[C@]4(C)[C@@H]3C(=O)C[C@@]12C
→ -0.7%[29.3 µM]	nt	1.1%[12 µM]	nt
C[C@H]1CN(C2CCC(C#N)(c3ccc(F)cc3)CC2)CC[C@@]1(C(=O)O)c1ccccc1 (stereo not given in full)
→ 15.9%[29.3 µM]	nt	0.3%[19.4 µM]	nt
CN[C@@H](C)[C@H]1CC[C@@H](N)[C@@H](O[C@@H]2[C@@H](O)[C@@H](O[C@H]3OC[C@@](C)(O)[C@@H](NC)[C@@H]3O)[C@H](N)C[C@@H]2N)O1 (tested in a mixture with another compound)
→ 4.5%[29.3 µM]	nt	-5.9%[12 µM]	nt
CC(C)(O/N=C(\C(=O)N[C@@H]1C(=O)N2C(C(=O)[O-])=C(C[n+]3ccccc3)CS[C@@H]12)c1csc(N)n1)C(=O)O
→ 8.1%[29.3 µM]	nt	?	nt
CCCCCCCCCc1ccc(OCCOCCOCCOCCOCCOCCOCCOCCOCCO)cc1
→ ?	nt	-11.5%[60.1 µM]	nt
Clc1ccc([C@@H](OCCN2CCCCC2)c2ccccc2)cc1
→ -11.2%[29.3 µM]	nt	1.5%[19.4 µM]	nt
CC1OC(OC2C(O)CC(OC3C(O)CC(OC4CCC5(C)C(CCC6C5CCC5(C)C(C7=CC(=O)OC7)CCC65O)C4)OC3C)OC2C)CC(O)C1O (stereo not given)
→ -8.7%	nt	3.7%[60.1 µM]	nt
Clc1ccc([C@H](Cn2ccnc2)OCc2csc3c(Cl)cccc23)c(Cl)c1
→ -0.5%[29.3 µM]	nt	-7.4%[19.4 µM]	nt
Clc1ccc(CS[C@@H](Cn2ccnc2)c2ccc(Cl)cc2Cl)cc1
→ 6.9%[29.3 µM]	nt	-5.9%[12 µM]	nt
C[C@]12CC[C@H](O)C[C@@H]1CC[C@H]1[C@H]2CC[C@]2(C)C(=O)CC[C@@H]12
→ -3.8%&-6.1%&-9.7%[29.3 µM]	nt	-4.0%&-3.1%&-1.5%[12 µM]	1.5%&1.3%&16.3%[21 µM]
CC(N)[C@@H](O)c1ccccc1 (stereo not given in full)
→ 1.9%	nt	-6.1%[60.1 µM]	?
CC(C)(O)C(Cl)(Cl)Cl
→ 6.1%&-0.1%	nt	-13.5%[12 µM]	2.3%&1.1%
COc1ccc(C(=O)OC2C[C@H]3CC[C@@H](C2)N3C)cc1OC (stereo not given in full)
→ -3.9%[29.3 µM]	nt	-1.3%[12 µM]	-5.1%[21 µM]
CC(C)CCCC(C)C1CCC2C3CC(O)[C@@]4(O)CC(O)CC[C@@]4(C)C3CC[C@@]12C (stereo not given in full)
→ -14.0%	nt	?	21.5%

Sorted by SMILES length (smallest number first): 4 of the compounds above.
Each structure is followed by: Apoferritin bind	Pol beta inh	Pol kappa inh	APEX1 inh
COc1cc2c(cc1O)CCNC2C (stereo not given)
→ nt	nt	0.2%[60.1 µM]	3.4%
CN(C)CCc1nc2ccccc2c(=O)n1-c1ccccc1
→ -7.1%	3.7%	nt	0.2%
CCN1C(=O)/C(=C\c2ccc([N+](=O)[O-])s2)C(=O)NC1=S
→ -16.0%	4.47µM*	nt	?
CC(C)CCCC(C)C1CCC2C3CC(O)[C@@]4(O)CC(O)CC[C@@]4(C)C3CC[C@@]12C (stereo not given in full)
→ -14.0%	nt	?	21.5%

Next entries.
Each structure is followed by: Apoferritin bind	Pol beta inh	Pol kappa inh	APEX1 inh
CCCCC/C=C\C/C=C\C/C=C\C/C=C\CCCC(=O)Nc1ccc(O)cc1C
→ -7.5%&-16.6%	nt	?	?
CN(C)C1C(=O)C(C(N)=O)=C(O)[C@@]2(O)C(=O)C3=C(O)c4c(O)cccc4[C@@](C)(O)C3CC12 (stereo not given in full)
→ -5.8%	nt	?	1.2%
C=C1C([C@@]2(C)C(OC(C)=O)CC(=O)O[C@@](C)(COC(C)=O)C2CC(=O)OC)C(OC=O)C(OC(=O)C(OC(C)=O)C(C)CC)[C@]2(C)C(c3ccoc3)CC(=O)C12O (stereo not given in full)
→ 7.9%	nt	?	-4.6%
CCOc1cc(OP(=S)(OC)OC)nc(CC)n1
→ -9.0%	nt	13.2%[60.1 µM]	12.5%
NCC[C@H](NC(=O)[C@@H](N)CCCN=C(N)N[N+](=O)[O-])C(N)=O
→ 0.1%	nt	16.2%[60.1 µM]	0.8%
COc1cc2c(cc1OC)[C@@H]1C(=O)c3ccc(O)c(CC=C(C)C)c3OC1CO2 (stereo not given in full)
→ -0.9%	nt	-1.7%[60.1 µM]	-1.2%
CCN1C[C@@]2(OC(=O)c3ccccc3NC(C)=O)CCC(OC)[C@@]34C5CC6C(OC)C[C@@](O)(C(CC23)[C@@H]14)C5(O)C6OC (stereo not given in full)
→ 1.6%	nt	-5.7%[60.1 µM]	1.7%
CNC1[C@@H](O)C(OC2C(N)C[C@H](N)[C@@H](O[C@@H]3OC(C(C)O)C(O)C(O)C3N)C2O)OC[C@]1(C)O (stereo not given in full)
→ 6.9%	nt	-2.1%[60.1 µM]	-2.6%
CC(=O)[C@H]1CC[C@H]2C3CC[C@H]4C[C@](C)(O)CC[C@]4(C)C3CC[C@]12C (stereo not given in full)
→ -5.7%	nt	0.9%[60.1 µM]	12.3%
CC1/C=C/C=C/CC/C=C/C=C/C=C/C=C/C(OC2OC(C)C(O)C(N)C2O)CC2O[C@](O)(CC(O)C(O)CCC(O)CC(O)CC(O)CC(=O)OC(C)C(C)C1O)CC(O)C2C(=O)O (stereo not given in full)
→ 1.3%	nt	-7.6%[60.1 µM]	12.1%
C=C(C)C1CCC(C)=CC1c1c(O)cc(O)cc1CCCCC (stereo not given)
→ ?	nt	?	1.6%
O=C(N[C@@H]1CN2CCC1CC2)c1cc(Cl)cc2[nH]cnc12
→ -7.8%	nt	15.1%[60.1 µM]	1.2%
CC1C(=O)OC2C1CC[C@@]1(C)C=CC(=O)[C@@]3(C)O[C@@]213 (stereo not given in full)
→ ?	nt	-3.6%[60.1 µM]	0.1%
COc1ccccc1-c1[se]c2ccccc2c1I
→ 0.5%[110 µM]	nt	-8.0%[60.1 µM]	?
CNC[C@H](O)c1ccc(O)c(OC)c1
→ -1.0%[29.3 µM]	nt	0.1%[12 µM]	2.4%[21 µM]
COP(=S)(OC)Oc1ccc([N+](=O)[O-])cc1
→ ?	nt	-16.7%[60.1 µM]	4.0%&5.3%
CCCCCCCCCCCCCC(=O)O[C@@H]1[C@@H](C)[C@@]2(O)[C@@H](C=C(CO)C[C@]3(O)C(=O)C(C)=C[C@@H]23)[C@@H]2C(C)(C)[C@]12OC(C)=O
→ -17.4%	nt	?	?
C=C1CC[C@H](O)C/C1=C/C=C1\CCC[C@]2(C)[C@@H]([C@H](C)CCCC(C)C)CC[C@@H]12
→ ?	nt	?	-7.9%&1.0%
COP(N)(=O)SC (stereo not given)
→ 5.3%	nt	-1.7%[60.1 µM]	-2.8%
CCCCOC(=O)N(C)SN(C)C(=O)Oc1cccc2c1OC(C)(C)C2
→ -13.2%	nt	13.6%[60.1 µM]	-8.4%
CC(C)(C)OC(=O)c1ncn2c1[C@@H]1CCCN1C(=O)c1c(Br)cccc1-2
→ -10.6%	nt	-4.7%[60.1 µM]	16.6%
N#CN=C1SCCN1Cc1ccc(Cl)nc1
→ -4.7%	nt	14.1%[60.1 µM]	-2.8%
C[C@@H]1CC[C@H]2[C@@H](C)C(=O)O[C@@H]3OC4(C)CC[C@@H]1[C@]32OO4
→ -22.6%	nt	-15.2%[60.1 µM]	24.9%
CNC(=O)Oc1cccc2c1OC(C)(C)C2
→ ?	nt	-4.3%[60.1 µM]	1.1%
CC(C)C[C@H]1C(=O)N2CCC[C@@H]2[C@@]2(O)O[C@](NC(=O)[C@@H]3C=C4c5cccc6[nH]cc(c56)C[C@@H]4N(C)C3)(C(C)C)C(=O)N12
→ 1.9%[29.3 µM]	nt	-18.3%[12 µM]	?
CN(C)C(=O)Nc1ccc(-n2nc(C(C)(C)C)oc2=O)c(Cl)c1
→ -7.1%	nt	15.3%[60.1 µM]	-9.3%
